TEAD-YAP inh – TEAD-YAP interaction inhibition, primary screen, TEAD-YAP interaction inhibitor project, luminescence, HEK-TIYL cells; inhibition, % at 9.12 µM; actives 1.4% (n = 640,000); TEAD-Gal4/YAP UAS-luciferase luminescence; in the data active means inhibition above about 32%;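 further: 0% = median of test compound wells and 100% = reference inhibitor wells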
GPR151 ag – activators of human GPR151, primary screen, cell-based, PathHunter beta-arrestin, luminescence; PathHunter beta-arrestin GPR151 cells; activation, % at 11.2 µM; actives 1% (n = 650,000); AID 1508602, 2020; in the data active means activation above about 4.9%;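 further: 0% = median of compound wells and 100% = cells with positive control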
FBW7 activator – FBW7 E3 ligase activators, primary screen, biochemical, AlphaScreen, human; actives 0.13% (n = 650,000); normalized activity (activation), % at 26.1 µM; AlphaScreen FBW7–phospho-cyclin E peptide binding, activator screen; F-box/WD repeat-containing protein 7 (Homo sapiens), Q969H0; in the data active means normalized activity above about 1.9%;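 further: purified mutant Fbw7 with reduced substrate affinity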
Target sequence (Q969H0 whole entry, looked up): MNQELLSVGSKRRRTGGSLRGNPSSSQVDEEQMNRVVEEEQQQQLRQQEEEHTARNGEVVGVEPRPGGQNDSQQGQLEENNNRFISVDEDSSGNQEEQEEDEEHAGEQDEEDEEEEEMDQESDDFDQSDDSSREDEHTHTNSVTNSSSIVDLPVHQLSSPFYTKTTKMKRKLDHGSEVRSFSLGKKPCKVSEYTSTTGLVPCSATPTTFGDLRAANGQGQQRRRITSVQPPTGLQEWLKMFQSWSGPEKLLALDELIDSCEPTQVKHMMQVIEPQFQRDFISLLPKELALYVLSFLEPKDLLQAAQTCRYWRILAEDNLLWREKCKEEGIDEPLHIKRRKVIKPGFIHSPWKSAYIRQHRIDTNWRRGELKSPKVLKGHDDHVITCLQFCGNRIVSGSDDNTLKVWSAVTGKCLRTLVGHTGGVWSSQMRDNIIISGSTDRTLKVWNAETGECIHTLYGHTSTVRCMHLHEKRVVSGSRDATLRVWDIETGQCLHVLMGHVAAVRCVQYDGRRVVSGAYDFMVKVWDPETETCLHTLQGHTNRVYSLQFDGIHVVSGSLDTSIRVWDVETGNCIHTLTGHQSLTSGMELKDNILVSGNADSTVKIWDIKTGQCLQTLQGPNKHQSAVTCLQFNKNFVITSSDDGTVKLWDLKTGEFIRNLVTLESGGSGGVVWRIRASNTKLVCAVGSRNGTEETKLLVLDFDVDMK
MITF inh – MITF inhibitors, primary screen, biochemical, AlphaScreen, human. AID 1259374, 2018. AlphaScreen MITF homodimerization, bead proximity signal. actives 0.91% (n = 650,000). inhibition, % at 2.6 µM; in the data active means inhibition above about 50%;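 further: 0% = vehicle wells with protein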
Starred values were filed as active, the others as inactive; x = not tested or not shown.

Every second line gives: TEAD-YAP inh	GPR151 ag	FBW7 activator	MITF inh
Brc1ccc(-n2cc(-c3ccccc3)c3c(N4CCN(c5ccccc5)CC4)ncnc32)cc1
  3	-0.4	-0.1	7
CCN1CCN(C(c2ccc(OC)cc2)c2nnnn2Cc2ccco2)CC1 (centres undefined)
  2	1.6	-0.2	-8
Cc1cc(=O)nc2c3ccccc3n(C(C)C(=O)NC(C)CCc3ccccc3)n12 (centres undefined)
  3	-0.6	-0.2	1
CCN(Cc1ccncc1)C(=O)CC1(c2ccccc2F)CC(=O)N(CCOC)C1=O (centres undefined)
  5	-1.3	0.7	8
COc1cccc(C(=O)Oc2ccc(/C=C3\C(=N)N4N=CSC4=NC3=O)cc2)c1
  -8	-1.0	0.0	-7
O=C(CC(=O)N/N=C/c1ccc(O)cc1)N/N=C\c1ccc(O)cc1
  -3	-0.5	-0.1	-7
CN(C)C1CCN(C(=O)c2ccc(OC3CCN(S(=O)(=O)N(C)C)CC3)cc2)C1 (centres undefined)
  5	2.4	0.0	4
CCOC(=O)c1ccc(N2NC(=O)/C(=C/c3cc(Cl)cc(OC)c3O)C2=O)cc1
  -13	0.0	-0.1	-13
NC(=O)c1c(NC(=O)NC2CCCCC2)sc2c1CCCC2
  -12	-0.9	-0.1	3
CCNc1nc(OCC#N)nc(N2CCCCC2)n1
  -3	1.0	-0.1	10
COC(=O)c1ccccc1NC(=S)NC(=O)c1ccc(OC)c(OC)c1
  5	1.0	-0.1	14
COc1ccc(C)cc1NC(=O)C1CCN(c2nc(C)cc(C)n2)CC1
  -2	0.2	-0.2	5
CCOCCCNC(=O)c1cccnc1SCc1ccccc1Cl
  -1	-0.8	0.1	12
O=C(CS(=O)(=O)c1ccc(F)cc1)Nc1ccccc1Oc1ccccc1
  -1	2.2	0.1	-4
O=C1OC(c2ccc([N+](=O)[O-])cc2Cl)=N/C1=C\c1ccc(Br)cc1
  1	0.6	0.1	10
CC(=O)Nc1cccc(NC(=O)c2ccc(C)c([N+](=O)[O-])c2)c1
  -14	-1.1	0.3	12
C1CCN(CC23CC4CC(CC(C4)C2)C3)CC1
  -8	0.4	0.2	8
O=[N+]([O-])c1ccc(CN2CCOCCOCCOCCOCCOCC2)cc1
  -9	0.2	0.1	-5
Cc1ccc(C(=O)NC(=S)NCC(C)C)cc1
  -64	-0.6	0.3	20
CCCCCCCc1ccc(C(=O)Nc2nnc(-c3ccc(CCCCCCC)cc3)s2)cc1
  -6	-0.7	-0.1	0

Complete entries, quoted from the list.
Results for Cc1ccc(C(=O)NC(=S)NCC(C)C)cc1 → TEAD-YAP inh = -64; GPR151 ag = -0.6; FBW7 activator = 0.3; MITF inh = 20
Results for COC(=O)c1ccccc1NC(=S)NC(=O)c1ccc(OC)c(OC)c1 → TEAD-YAP inh = 5; GPR151 ag = 1.0; FBW7 activator = -0.1; MITF inh = 14
Results for O=C(CS(=O)(=O)c1ccc(F)cc1)Nc1ccccc1Oc1ccccc1 → TEAD-YAP inh = -1; GPR151 ag = 2.2; FBW7 activator = 0.1; MITF inh = -4

Next part
Every second line gives: TEAD-YAP inh	GPR151 ag	FBW7 activator	MITF inh
O=C(CNc1n[nH]c(=S)[nH]c1=O)OCc1ccccc1
  -7	0.2	-1.2	-12
COc1ccc(OC)c([C@@H]2Nc3ccc(C(=O)O)cc3[C@@H]3C=CC[C@@H]32)c1
  -7	-1.1	-0.1	31
Cn1c(=O)c(C(=O)NCc2cccc(F)c2)c(O)c2ccccc21
  -9	-0.3	0.0	-15
CCN(CC)c1cc(C)nc2cc(-c3cccs3)nn12
  -21	-1.3	0.1	3
COC(=O)c1cccc(NC(=O)/C(=C\c2ccco2)NC(=O)c2ccc(Br)o2)c1
  1	-0.5	0.1	-1
COC(=O)c1cc(=O)n(Cc2cccs2)c(=Nc2ccccc2)s1
  -1	0.2	-0.1	0
COc1ccc(C2/C(=C(/O)c3ccc(C)cc3)C(=O)C(=O)N2CCCn2ccnc2)cc1 (centres undefined)
  0	2.3	0.0	10
CCCNC(=S)Nc1ccc(OC)cc1OC
  -8	3.3	-0.1	12
COc1cc(/C=C/C(=O)NC23CC4CC(CC(C4)C2)C3)cc(OC)c1OC
  -1	-0.4	-0.1	11
O=C(N/N=C\c1cccc(Cl)c1)c1ccccc1I
  3	-1.4	-0.1	-2
Cc1ccc(N2CC(C(=O)Nc3nc4ccccc4s3)CC2=O)cc1Cl (centres undefined)
  11	0.3	-0.1	11
N#CC1=C(N)N(c2ccc(C(F)(F)F)cc2)C(=O)C1
  17	-1.1	1.3	18
COc1ccc(S(=O)(=O)N2CCC(C(=O)NC3CCCCC3)CC2)cc1C
  -9	-0.4	-0.1	4
O=C(Nc1ccc(Cl)cc1)c1sc(=S)n2c1[nH]c(=O)c1ccccc12
  1	1.0	-0.1	2
CCNC(=O)CSc1nnc(CSc2nc3ccccc3s2)n1CC
  -7	-0.9	0.0	-2
O=C(CN1CCN(C(c2ccccc2)c2ccccc2)CC1)NCc1cccs1
  -5	-0.5	-0.3	35
CC(C)(C)CC(=O)NCCCNc1nc2cc3c(cc2cc1C#N)OCO3
  -2	-0.4	0.0	3
Cc1ccc(NC(=O)CCc2nnc3ccc(N4CCC5(CC4)OCCO5)nn23)cc1C
  -7	-0.8	-0.2	-15
Cc1c(NC(=O)Nc2ccccn2)sc2nc3n(c(=O)c12)CCC(C)CC3 (centres undefined)
  -2	0.8	0.2	-8
COC(=O)c1ccc2c(c1)C(=O)N(c1ccc(Cl)cc1Cl)C2=O
  -7	1.1	-0.2	1
COc1ccc(OC)c(/C=C(/C#N)C(=O)Nc2ccc(Cl)cc2)c1
  9	0.3	0.4	14
O=C1c2c(O)ccc([N+](=O)[O-])c2C(=O)c2c(O)ccc([N+](=O)[O-])c21
  11	-0.5	-0.8	13
O=C(Nc1nccs1)c1cc(N2C(=O)C3C4CCC(C4)C3C2=O)ccc1Cl (centres undefined)
  12	-1.0	0.4	13
CCOc1ccc(NC(=O)CN(c2ccc(C)cc2)S(=O)(=O)c2c(C)n[nH]c2C)cc1
  19	0.4	0.1	-1
CC(C)(C)OC(=O)N1CCC[C@H](C(=O)c2ccc3c(c2)OCO3)C1
  -1	-0.6	0.4	-8
CCc1cccc(NS(=O)(=O)c2cc(Br)cnc2N)c1
  4	-0.3	0.6	-8
Cc1c(Cl)cccc1NC(=O)CSCC(=O)N1CCN(c2ccccc2)CC1
  3	2.5	-0.2	-11
CCOc1ccc(C2=CC(c3ccc(F)cc3)c3ccccc3O2)cc1 (centres undefined)
  6	-1.0	0.1	0
COc1ccccc1NC(=O)NNC(=O)CN1C(=O)COc2ccccc21
  10	1.4	0.2	2
COc1ccc(C(=O)CSc2nc(O)cc(=O)n2-c2ccccc2)cc1
  -2	3.2	-0.1	10

Some of the entries so far, tab-delimited.
SMILES	TEAD-YAP inh	GPR151 ag	FBW7 activator	MITF inh
CCc1cccc(NS(=O)(=O)c2cc(Br)cnc2N)c1	4	-0.3	0.6	-8
Cc1c(Cl)cccc1NC(=O)CSCC(=O)N1CCN(c2ccccc2)CC1	3	2.5	-0.2	-11
CCOc1ccc(C2=CC(c3ccc(F)cc3)c3ccccc3O2)cc1 (centres undefined)	6	-1.0	0.1	0

(more compounds)
Every second line gives: TEAD-YAP inh	GPR151 ag	FBW7 activator	MITF inh
COc1cc(OC)c(OC)cc1/C=C1\N=C(c2cc(OC)c(OC)c(OC)c2)OC1=O
  -5	0.2	-0.2	7
O=C(COC(=O)c1ccc2c(c1)OCO2)NC(=O)NCc1ccco1
  0	-0.4	0.1	1
O=C1NC(=O)C2C1C(c1ccco1)NN2Cc1ccccc1 (centres undefined)
  -2	-0.8	0.3	9
O=C(CCl)NNC(=O)c1ccccc1Br
  -7	-0.2	-0.1	9
Clc1ccc(Cn2ccc3ccccc32)cn1
  8	-1.4	0.0	12
CCCCCCCCCCCCCCCCOC[C@H](CO)OC
  x	2.3	x	0
CCOC(=O)CSc1nc(N)c(C#N)c(-c2ccc(O)cc2)c1C#N
  7	0.9	0.0	0
CS(=O)(=O)N1CCC(Cn2nc(-c3ccc(F)cc3)ccc2=O)CC1
  12	0.3	0.1	7
CCOC(=O)c1ccc(COC(=O)c2ccc([N+](=O)[O-])cc2)cc1
  -2	2.1	-0.1	9
CC(C)(C)c1ccc(C(=O)NCC(=O)N/N=C/c2ccco2)cc1
  -1	1.5	-0.1	-1
O=C(CCCN1C(=O)c2ccccc2C1=O)Nc1ccc(C(=O)O)cc1
  -2	-1.4	0.1	-5
CN1C(C)(C)CC(NC(=O)c2ccco2)CC1(C)C
  -7	-1.1	0.0	-13
Cc1cccc(-c2ccc(NC(=O)C3CCN(C4CCOCC4)CC3)cc2)c1
  5	3.2	-0.1	1
O=C(NNc1ccc(Cl)c(Cl)c1)c1ccccc1
  -35	0.7	0.0	10
CCCCCCC(=O)Nc1cc(OC)c(Cl)cc1OC
  -4	0.0	-0.2	4
O=C(CNC(=O)c1cccs1)NCCc1ccccc1
  5	0.6	0.1	10
O=C(Nc1ccc2c(c1)OC(F)(F)O2)c1ccc(Cl)c([N+](=O)[O-])c1
  34*	0.2	-0.1	10
COc1ccc(C2N(c3ccccc3)CCN2c2ccccc2)cc1
  -23	-2.1	0.3	14
COc1ccc(Br)cc1C(=O)N/C(=C\c1cccc([N+](=O)[O-])c1)C(=O)Nc1ccc(F)cc1F
  -5	0.7	0.0	-1
COCCN(C1CCN(C)CC1)S(=O)(=O)c1ccc(N)cc1
  2	0.0	-0.1	-4
CC(C)CC(NC(=O)C(CC(C)C)NC(=O)OC(C)(C)C)C(N)=O (centres undefined)
  7	1.5	-0.4	4
O=C(/C=C/c1ccco1)NC(=S)Nc1ccc(Cl)cn1
  -13	1.3	-0.1	11
O=C1NC(=S)S/C1=C/c1cc(Br)c(Br)o1
  -2	-1.1	-0.5	51*
c1ccc(OCCNc2ncnc3nc(-c4ccccc4)[nH]c23)cc1
  7	-1.8	-0.2	-1
COc1ccc(Br)cc1C(=O)NCc1cccnc1
  0	0.4	-0.1	-17
C/C(=N\NC(=O)c1cccnc1)c1ccc(Cl)cc1
  -19	2.2	-0.1	-4
CCOC(=O)c1sc(NC(=O)c2ccc(S(=O)(=O)N3CCOCC3)cc2)c(C(=O)OCC)c1C
  -12	-0.6	0.0	-10
CSc1ccccc1NC(=O)c1onc(C)c1Cl
  -4	-0.1	0.2	12
CC(=O)Nc1ccc(Nc2nc(NCc3cccnc3)nc3c2ncn3C2CCCCC2)cc1
  -9	-0.5	0.0	11
Cc1cccc(Cn2ccn(Cc3ccccc3)c(=O)c2=O)c1
  8	-0.7	0.4	3
O=C(NCCN1Cc2ccccc2OC(c2ccccc2)C1)c1cnsn1 (centres undefined)
  4	-0.3	0.8	17
NC(=O)Nc1ccc(C(=O)OCC(=O)Nc2ccc(N=Nc3ccccc3)cc2)cc1
  -73	0.6	-0.1	-4
COc1cccc(C(=O)NCC(=O)N/N=C/c2ccccc2OCC(=O)O)c1
  6	-0.8	0.0	5
COC(=O)c1ccccc1NC(=O)c1c(C)nn(-c2ccccc2)c1-n1cccc1
  -12	0.3	-0.2	25
CCC(C)OC(=O)C1=C(C)NC(=O)CC1c1ccccc1C (centres undefined)
  1	-0.1	0.7	3
Cn1cnc2cc(N=Cc3ccccc3O)ccc21
  -27	0.0	-0.4	-15
COc1ccc(F)c([C@@H]2C[C@H]3CN(C4CCCC4)C(=O)[C@]34CCCN24)c1
  -1	0.6	0.0	-7
CN(C)c1cccc(Nc2nc3ccc(C(N)=O)cc3s2)c1
  -10	-1.5	0.1	10
COc1cccc(-c2cnc(NCc3cccc(Cl)c3)n2C)c1
  41*	-1.0	0.4	24
CCOC(=O)c1ccc(N2C(=O)C3C(C2=O)C2C=CC3C23CC3)cc1 (centres undefined)
  -19	0.5	0.2	16
CS(=O)(=O)N(CC(=O)Nc1cccc(C(F)(F)F)c1)C1CCCCC1
  2	-1.2	0.8	2
COc1cccc(NC(=O)CN2CCSc3ccccc32)c1
  5	-0.7	-0.3	-8
CCOC(=O)c1cccc(NCc2ccccc2)c1
  -41	-0.2	-0.1	-3

Bioassay records deposited in PubChem BioAssay by The Scripps Research Institute Molecular Screening Center.
